# Source: PubChem (several laboratories)
# HIF-2a block – HIF-2a reporter inhibitors, primary screen, luminescence, 786-0 RCC cells; inhibition, % at 18.8 µM; 786-0 RCC cells HIF-2a reporter, luciferase luminescence, overnight; 0.72% of 360,000 active;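 active = inhibition of the luminescence signal of 40% or more relative to plate controls, in a single-dose primary screen at 18.75 µM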
# KKLEB cytotox – cytotoxicity in KKLEB CF airway cells, primary screen, cytotoxicity control for CF NF-kB inhibitor project, cell-based, uHTS, fluorescence assay plates; KKLEB CF airway cells viability, ATPlite luminescence, overnight; stronger effect = lower value; cells stimulated with P. aeruginosa culture filtrate; 0.36% of 360,000 active; AID 602141, 2011; activity change (cytotoxicity), % at 5 µM;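 active = corrected activity change at or below -50% at 5 µM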
# Shn3 3UTR inh – reduction of Shn3 3'UTR firefly luciferase signal, primary screen, Schnurri-3 inhibitor project, cell-based, Clone20 osteoblasts, set 2 | Clone20 osteoblast Shn3 3'UTR firefly luciferase, 24 h | inhibition, % at 12.5 µM | 0.52% of 360,000 active | AID 588674, 2011;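 active = mean inhibition of at least 75% with every replicate also reaching 75%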;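 note: 0% = median of neutral control wells and 100% = pilot-screen positive control compound; some compounds past the cut are filed as inactive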
# TWEAK-Fn14 inh – inhibitors of TWEAK-Fn14 signaling, primary screen, luciferase reporter cells, uHTS; inhibition, % at 10 µM; TWEAK-stimulated Fn14 reporter cells, luciferase luminescence, 8 h; AID 1159606, 2016; 2% of 360,000 active; in the data active = inhibition above about 50%
# TRPM1 prom inh – inhibitors of MITF-dependent TRPM1 promoter reporter, primary screen, cell-based, SK-MEL-5, single point, luciferase. SK-MEL-5 TRPM1 promoter luciferase, 24 h. AID 488899, 2010. 0.83% of 330,000 active. inhibition, % at 12.5 µM;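 active = mean inhibition across replicates of 60% or more, whatever share of single replicates reaches that level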; note: values of inactives mirror those of a sister screen read the other way
# TRAIL sens C8 – viability loss with TRAIL in NB7+C8 cells, primary screen, TRAIL sensitizer project, cell-based, ATPlite luminescence; inhibition (viability loss, TRAIL sensitization), % at 10 µM; 1% of 360,000 active; AID 624354, 2012;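 active = compounds causing at least 50% loss of cell viability in the single-dose screen, relative to plate controls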
# Peg3 prom inh – Peg3 promoter-driven luciferase inhibitors, primary screen, cell-based, HeLa, luciferase luminescence. inhibition, % at 20 µM. AID 588405, 2011. HeLa PEG-Prom luciferase reporter, overnight. 1.7% of 360,000 active;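 active = inhibition of at least 50% at 20 µM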
# NR2E3 ag-1 – NR2E3 agonists in two-hybrid cells, primary screen, cell-based, luminescence, CHO-S, Gal4-NCOR/VP16-NR2E3; 0.35% of 360,000 active; Photoreceptor-specific nuclear receptor (Homo sapiens), Q9Y5X4; luciferase; inhibition of corepressor binding, % at 3.98 µM; AID 602229, 2012;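 active = inhibition above the mean of all tested compounds plus 3 SD, cut at about 70% in these data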;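 note: 0% = DMSO with NR2E3 transfected cells and 100% = cells lacking NR2E3 construct; higher means lower luciferase signal from less NR2E3 corepressor binding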
# Target sequence (Q9Y5X4 whole entry, looked up, the tested form may be a part): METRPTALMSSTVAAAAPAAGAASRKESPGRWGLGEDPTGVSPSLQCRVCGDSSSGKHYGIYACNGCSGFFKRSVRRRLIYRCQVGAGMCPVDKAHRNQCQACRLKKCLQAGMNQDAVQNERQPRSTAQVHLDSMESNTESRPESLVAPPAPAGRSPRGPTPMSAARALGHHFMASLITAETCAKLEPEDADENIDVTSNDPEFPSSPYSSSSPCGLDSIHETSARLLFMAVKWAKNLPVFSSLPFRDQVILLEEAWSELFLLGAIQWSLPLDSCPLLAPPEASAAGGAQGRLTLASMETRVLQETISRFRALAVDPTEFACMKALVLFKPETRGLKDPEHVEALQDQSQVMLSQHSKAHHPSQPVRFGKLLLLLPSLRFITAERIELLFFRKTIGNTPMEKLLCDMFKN
# NR2E3 ag-2 – inhibitors of NR2E3-RetCOR corepressor binding, primary screen, NR2E3 agonist project, biochemical, TR-FRET, GST-NR2E3, biotin-RetCOR | AID 2300, 2010 | 0.12% of 320,000 active | inhibition of corepressor binding, % at 4.78 µM | Photoreceptor-specific nuclear receptor (Homo sapiens), Q9Y5X4 | 1536-well;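 active = percent inhibition above the cutoff of mean plus 3 SD of all tested compounds, set per screening campaign, cut at about 20% in these data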;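 note: 0% = DMSO wells and 100% = biotin wells as full block of FRET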
#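 Test system – NR2E3–RetCOR corepressor complex · Quantity – NR2E3 fusion 1.35 nM · Buffer or medium – Tris pH 7.5 · Incubation – Compound–protein incubation for 5 h at 4 °C · Technique – TR-FRET, Eu(K)-anti-GST donor, streptavidin-D2 acceptor, ex 340, em 617/671 nm · Evaluation – percent inhibition of 671/617 nm emission ratio versus biotin and DMSO controls · Plate – 1536-well format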
# TROY NFkB inh – inhibitors of TROY-driven NF-kB signaling, primary screen, Q293 LMP1-TROYcd cells, NF-kB luciferase, uHTS; Q293 LMP1-TROYcd NF-kB luciferase reporter, 4 h; AID 1347056, 2019; 0.98% of 360,000 active; inhibition, % at 10 µM;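 active = compounds whose plate-normalised and pattern-corrected inhibition of the luciferase reporter signal at the single screening dose is 50% or more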
# CF NFkB block – inhibitors of PAF-induced NF-kB signaling, primary screen, cell-based, GFP fluorescence, uHTS. KKLEB NF-kB-GFP reporter, GFP fluorescence overnight. inhibition, % at 5 µM. 0.86% of 360,000 active. AID 588850, 2011;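 active = at least 50% inhibition at 5 µM, scaled per plate between neutral and stimulator controls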;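 note: PAF is a Pseudomonas aeruginosa culture filtrate used as stimulus; plate controls were PAF-stimulated DMSO wells for no effect and unstimulated DMSO wells for full effect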
# An asterisk follows results filed as active; / = no result given. A portion of the library (hit frequency here may not be typical).
SMILES,HIF-2a block,KKLEB cytotox,Shn3 3UTR inh,TWEAK-Fn14 inh,TRPM1 prom inh,TRAIL sens C8,Peg3 prom inh,NR2E3 ag-1,NR2E3 ag-2,TROY NFkB inh,CF NFkB block
CCOP(=O)(O)c1ccccc1OCCOCCOc1ccccc1P(=O)(O)OCC,7,-7,-4,3,0,-13,11,-14,0,22,1
Cc1ccc(C)c(N2N=C(C(=O)Nc3ccccc3N3CCOCC3)CCC2=O)c1,9,-8,10,-6,13,3,67*,-11,5,4,8
Cc1ccc(OCc2cc(C(=O)N3CCN(C4CCCCC4)CC3)no2)cc1C,-184,-17,-56,-13,-38,-9,-159,-40,1,-17,10
Cc1ccc(N2CCN(S(=O)(=O)c3ccc(C)cc3)CC2)cc1,13,3,-12,-26,-21,-3,5,1,3,0,3
CC(C)C[C@H](NC(=O)c1nc[nH]c1C(=O)NC(c1ccccc1)c1ccccc1)C(=O)OCc1ccccc1,28,6,20,15,3,23,31,-20,-1,16,2
Cc1cccc(C)c1NC(=O)C1(N2CCN(C(=O)c3ccco3)CC2)CCCCC1,-8,-6,4,0,-17,-18,5,-11,0,-13,-4
CCc1nn(-c2cc(Oc3cccc4ccccc34)nc(-c3ccccc3)n2)c(N)c1C#N,10,4,19,-13,86*,35,-1,-18,-3,6,-8
COc1ccc2sc(-c3ccccc3OC)c(-c3ccc(OCCN4CCCC4)cc3)c2c1,-3,-28,-15,-10,-12,-11,35,10,/,14,24
Cc1c(NC(=O)/C(C#N)=C/c2c(N3CCCCC3)nc3ccccn3c2=O)c(=O)n(-c2ccccc2)n1C,19,3,-8,-8,16,-4,2,-19,0,-1,17
Cc1ccc(OCC(=O)NNC(=O)Cn2c(=O)cnc3ccccc32)cc1,12,21,3,-1,-4,1,-4,-25,2,-27,-26
C[C@@H]1CN([C@H](C)CO)C(=O)c2cc(Br)cnc2O[C@H]1CN(C)Cc1ccccc1,-1,-7,9,1,/,2,-5,-11,/,4,2
COc1ccc(NC(=O)c2cc(OC)c(OC)c(OC)c2)cc1S(=O)(=O)N1CCCCC1,13,-1,22,7,-12,-7,8,-4,-2,-11,6
Nn1c(COc2ccccc2F)nnc1SCC(=O)NC1CCS(=O)(=O)C1 (stereo not drawn),14,9,-11,5,4,-6,1,-4,-1,14,2
COc1ccc2nc3ccccc3nc2c1,-255,-4,-66,-12,-82,-5,-252,-72,-7,-50,-38
O=C(Nc1ccccc1)Nc1cccn(Cc2c(F)cccc2Cl)c1=O,-252,-15,-39,-9,-17,-1,-171,-66,7,-16,22
COc1ccc(S(=O)(=O)NCC2CCCN(Cc3cn(C)nc3C)C2)cc1 (stereo not drawn),8,17,9,9,11,-18,4,4,5,-6,-8
Cc1cc(S(=O)(=O)NCC(C)C)ccc1OCC(=O)NC1CC1,16,12,-6,4,-6,-2,12,-4,4,-15,5
O=C(c1cccs1)N1CCN(C2CCCCC2)CC1,11,8,13,-2,4,-13,0,0,3,6,1
CCC(C)NCCCOc1ccc([N+](=O)[O-])cc1 (stereo not drawn),10,14,0,-2,7,-4,9,3,6,7,-3
CC(C)CNC(=S)N(CCN(C)C)Cc1cc2cc3c(cc2[nH]c1=O)OCO3,8,-2,4,-14,19,-13,-7,10,0,7,-10
COc1ccc(N2CCN(CC(=O)Nc3nnc(-c4ccccc4)s3)CC2)cc1,-21,0,-5,-20,-3,-6,-5,-21,-1,-30,-11
CCCCCCCC[n+]1c(C)n(-c2ccccc2)c2ccc(NC(C)=O)cc21,2,-9,70,-2,44,21,8,-18,2,23,-14
Cc1cc(C)c(NC(=O)OCCN2CCOCC2)c(C)c1,-1,2,5,-7,7,-12,8,5,2,0,0
COCCOC(=O)c1c(NC(=O)CN(C)c2ccccc2)sc(C(N)=O)c1C,34,1,27,-4,4,-11,23,8,3,6,-18
COC(=O)[C@]12CCCCC=C1N(Cc1ccccc1)C(=O)[C@H](CC(=O)N1CCN(C(=O)c3ccco3)CC1)C2,16,/,/,6,/,3,/,-8,/,-8,/

# Part of the list above in order of count of non-hydrogen atoms, falling:
SMILES,HIF-2a block,KKLEB cytotox,Shn3 3UTR inh,TWEAK-Fn14 inh,TRPM1 prom inh,TRAIL sens C8,Peg3 prom inh,NR2E3 ag-1,NR2E3 ag-2,TROY NFkB inh,CF NFkB block
CCc1nn(-c2cc(Oc3cccc4ccccc34)nc(-c3ccccc3)n2)c(N)c1C#N,10,4,19,-13,86*,35,-1,-18,-3,6,-8
CCOP(=O)(O)c1ccccc1OCCOCCOc1ccccc1P(=O)(O)OCC,7,-7,-4,3,0,-13,11,-14,0,22,1
Cc1ccc(OCc2cc(C(=O)N3CCN(C4CCCCC4)CC3)no2)cc1C,-184,-17,-56,-13,-38,-9,-159,-40,1,-17,10
CCC(C)NCCCOc1ccc([N+](=O)[O-])cc1 (stereo not drawn),10,14,0,-2,7,-4,9,3,6,7,-3

# (list continues)
SMILES,HIF-2a block,KKLEB cytotox,Shn3 3UTR inh,TWEAK-Fn14 inh,TRPM1 prom inh,TRAIL sens C8,Peg3 prom inh,NR2E3 ag-1,NR2E3 ag-2,TROY NFkB inh,CF NFkB block
CCc1ccccc1NC(=O)c1cc(C)no1,6,-3,9,22,7,-5,-1,-42,4,1,2
Cc1cccc(C(=O)Nc2ccnc(-c3cccnc3)n2)c1,-47,10,9,-15,-10,-9,-11,-6,0,-2,-36
COc1cccc(C(=O)OCCN2C(=O)c3ccccc3C2=O)c1OC,-8,-18,-2,-7,-6,22,-18,-20,6,-41,5
CCOc1cc(C(=O)NCc2ccco2)cc(OCC)c1OCC,12,6,12,-3,0,-12,9,17,4,13,-10
Cc1c(C(=O)NNC(=O)c2csc(N3CCOCC3)n2)oc2ccccc12,-29,-35,-7,-5,-4,17,-10,-3,1,-13,30
CCN(CC)Cc1nc2c(c(=O)[nH]1)C1(CCCCC1)Cc1ccccc1-2,7,-8,16,5,8,-15,8,-3,1,-2,5
C/C(=N\N1C(=O)c2ccccc2C1=O)c1cccc([N+](=O)[O-])c1,11,-3,-5,7,-6,-2,16,-32,1,0,-11
O=C(OCC(=O)c1c[nH]c2ccccc12)c1cc2ccccc2cc1O,-44,4,-53,2,-4,15,-26,-14,-1,9,1
Cn1c2c(c(=O)n(C)c1=O)CN(CCc1ccccc1)CN2,17,7,-19,-3,-4,4,10,-18,2,7,-10
COC(=O)c1c(NC(C)=O)sc2c1CCCC2,-2,2,5,-2,-13,-2,-6,-36,0,0,-6
O=C(NNc1ccc(F)cc1F)C1CCC1,15,-1,-7,-3,8,-8,7,-18,-3,13,7
Cc1ccc(CN2CCN(CC(C)C)C(CCO)C2)s1 (stereo not drawn),-192,1,-113,7,-47,5,-208,-87,5,-62,-12
CC(C)Cn1c(SCC(=O)Nc2ccc3[nH]c(=O)[nH]c3c2)nc2ccccc2c1=O,17,-2,-3,-6,-7,-3,27,14,-3,9,-20
O=[N+]([O-])c1ccc(N2CCC(=NOCc3ccc(Cl)cc3)CC2)cc1,6,-22,17,22,8,8,14,-9,3,11,5
CCOc1ccc(Cn2nnc(C(=O)Nc3cc(C)cc(C)c3)c2N)cc1,-14,11,20,12,-12,-7,9,8,0,7,9
COc1cc2nc(=S)n3[nH]c(COc4ccccc4C)nc3c2cc1OC,24,-18,-10,-14,-21,9,14,-11,6,-21,-29
Cc1cccc(C(=O)NNC(=O)c2ccc(Cl)cc2)c1O,-160,7,-23,-25,-8,18,-148,-104,3,-56,3
Cc1cc(C)c(OCCNCc2ccccc2)c(C)c1,7,-5,4,1,0,7,-11,12,1,-26,10
O=c1oc2cc(O)ccc2c2oc3cc(O)ccc3c12,-9,16,-17,-6,-8,-6,-48,-32,0,-51,-53
CC1=NN(c2nc3ccccc3[nH]2)C(=O)/C1=C/N(C)C,-41,-2,13,31,-25,88*,-53,8,4,4,-6
O=C(CC1S/C(=N\S(=O)(=O)c2ccccc2)N(c2ccccc2)C1=O)Nc1ccc(F)cc1 (stereo not drawn),10,-7,13,12,7,5,9,4,-2,11,-10
Cc1cccc(N2C(=O)C3C4C=CC(C5CC45)C3C2=O)n1 (stereo not drawn),8,7,0,-22,8,3,1,3,2,-24,2
Cc1ccc(NC(=O)c2ccccc2Br)cc1S(=O)(=O)N(C)C,-77,-6,0,-10,-37,6,-28,-10,1,-2,10
CCCOc1ccc(Cc2c(O)nc(N)[nH]c2=O)cc1C,14,0,60,4,10,-15,14,-5,1,2,12
OCCCc1nc2ccccc2n1CCOc1ccccc1,-1,-5,-9,23,4,-22,10,-11,4,5,5

# Three of these compounds in a different format.
CC1=NN(c2nc3ccccc3[nH]2)C(=O)/C1=C/N(C)C
  HIF-2a block: -41
  KKLEB cytotox: -2
  Shn3 3UTR inh: 13
  TWEAK-Fn14 inh: 31
  TRPM1 prom inh: -25
  TRAIL sens C8: 88*
  Peg3 prom inh: -53
  NR2E3 ag-1: 8
  NR2E3 ag-2: 4
  TROY NFkB inh: 4
  CF NFkB block: -6
Cn1c2c(c(=O)n(C)c1=O)CN(CCc1ccccc1)CN2
  HIF-2a block: 17
  KKLEB cytotox: 7
  Shn3 3UTR inh: -19
  TWEAK-Fn14 inh: -3
  TRPM1 prom inh: -4
  TRAIL sens C8: 4
  Peg3 prom inh: 10
  NR2E3 ag-1: -18
  NR2E3 ag-2: 2
  TROY NFkB inh: 7
  CF NFkB block: -10
CCC(C)NCCCOc1ccc([N+](=O)[O-])cc1 (stereo not drawn)
  HIF-2a block: 10
  KKLEB cytotox: 14
  Shn3 3UTR inh: 0
  TWEAK-Fn14 inh: -2
  TRPM1 prom inh: 7
  TRAIL sens C8: -4
  Peg3 prom inh: 9
  NR2E3 ag-1: 3
  NR2E3 ag-2: 6
  TROY NFkB inh: 7
  CF NFkB block: -3
